Compound activity deposited in PubChem by several laboratories.
Neddyl block: blocks human cullin neddylation. TR-FRET cullin neddylation, biochemical. 360,000 tested, 0.58% active. calls only at 25 µM. AID 651699. P61081+Q13564; in the data active = inhibition above about 36%
FAS TE block: inhibitors of human fatty acid synthase thioesterase domain; recombinant FAS-TE, OMFH fluorogenic substrate, fluorescence endpoint; P49327; inhibition, % at 15 µM; AID 602261; 360,000 tested, 0.67% active;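 active = compounds whose normalised, plate-corrected inhibition of enzyme fluorescence in the single-dose primary screen is 50% or more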;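 note: 0% = DMSO with enzyme and 100% = substrate without enzyme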
SKN-1 inh: blocks SKN-1 activity in C. elegans. 360,000 tested, 0.49% active. inhibition, % at 21.8 µM. C. elegans VP596 Pgst-4::GFP/RFP ratio, acrylamide-induced, 24 h;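 active = interference check ratio from 0.5 to 1.5 plus GFP to RFP signal ratio inhibition reaching or exceeding a fixed threshold, cut at about 30% in these data, passing the limit was not always enough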; note: some compounds called inactive have numbers as strong as hits
NRP1-CendR mod: alters CendR peptide binding to human NRP-1. AID 602438. inhibition, % at 25 µM. FAM-RPARPAR peptide binding to NRP-1, fluorescence polarization. 360,000 tested, 0.85% active. O14786;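 active = inhibition or corrected inhibition above about 18%, plus a signal ratio from 0.5 to 1.5, limit read from the data, passing the limit was not always enough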; note: strong numbers were not always called active
Target sequence (O14786 whole entry, looked up): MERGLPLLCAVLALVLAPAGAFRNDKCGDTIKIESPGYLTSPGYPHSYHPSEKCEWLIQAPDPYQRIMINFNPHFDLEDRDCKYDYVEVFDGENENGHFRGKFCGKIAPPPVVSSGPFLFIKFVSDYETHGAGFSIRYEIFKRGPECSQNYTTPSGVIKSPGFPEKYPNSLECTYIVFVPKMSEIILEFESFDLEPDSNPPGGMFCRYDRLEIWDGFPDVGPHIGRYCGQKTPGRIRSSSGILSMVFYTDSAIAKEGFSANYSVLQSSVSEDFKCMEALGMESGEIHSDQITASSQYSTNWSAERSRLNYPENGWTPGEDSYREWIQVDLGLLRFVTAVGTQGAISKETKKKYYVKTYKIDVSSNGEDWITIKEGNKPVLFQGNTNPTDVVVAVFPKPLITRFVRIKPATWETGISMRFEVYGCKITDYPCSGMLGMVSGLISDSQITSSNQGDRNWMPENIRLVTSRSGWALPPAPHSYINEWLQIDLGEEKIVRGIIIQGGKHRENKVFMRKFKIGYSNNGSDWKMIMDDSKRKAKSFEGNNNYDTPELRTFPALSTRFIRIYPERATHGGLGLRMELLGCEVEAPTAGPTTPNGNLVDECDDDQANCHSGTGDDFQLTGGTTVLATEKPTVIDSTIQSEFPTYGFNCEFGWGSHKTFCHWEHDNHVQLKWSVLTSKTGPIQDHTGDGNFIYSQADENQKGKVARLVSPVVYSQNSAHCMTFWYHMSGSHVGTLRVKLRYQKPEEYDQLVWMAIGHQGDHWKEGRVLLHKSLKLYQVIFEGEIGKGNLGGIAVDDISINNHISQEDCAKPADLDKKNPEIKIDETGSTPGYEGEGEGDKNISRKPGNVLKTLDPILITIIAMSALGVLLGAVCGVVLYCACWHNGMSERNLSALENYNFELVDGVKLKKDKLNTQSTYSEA
MT1-MMP act inh: blocks activation of human MT1-MMP; HT1080 RFP-PRO-GFP cells, GFP/RFP ratio fluorescence, overnight; percent of plate control window, DMSO zero; GFP/RFP ratio change, % at 20 µM; P50281; 360,000 tested, 0.061% active;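 active = GFP/RFP ratio change of at least 30% with cell ATP level not reduced by more than half and red fluorescence within 50% of control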; note: strong numbers were not always called active
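Assay system: RFP-PRO-GFP reporter HT1080 cells; read-out basis: GFP/RFP fluorescence ratio; benchmarks: DMSO wells and RFP-L50D-GFP cells; doses: 20 µM single dose, 1% DMSO; schedule: overnight cell settling, then overnight compound exposure, 37 °C, 5% CO2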
bovine MsrA act: bovine methionine sulfoxide reductase A activation | activation, % at 10.6 µM | purified bovine MsrA, absorbance read-out | AID 602163 | 360,000 tested, 0.3% active; in the data active = activation above about 7.5%;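 note: 0% = vehicle and 100% = reference activator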
E coli Lon inh: E. coli protease La inhibition; P0A9M0; purified E. coli Lon protease, fluorescence polarization; inhibition, % at 7.94 µM; 360,000 tested, 0.42% active; in the data active = inhibition above about 13%, passing the limit was not always enough;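 note: 0% = enzyme with probe and DMSO and 100% = no enzyme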
MsrA inh: bovine MsrA inhibition | purified bovine MsrA, absorbance read-out | inhibition, % at 15.5 µM | 360,000 tested, 0.75% active; in the data active = inhibition above about 4.5%;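 note: 0% = vehicle wells with enzyme and 100% = reference inhibitor wells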
Rin1 Abl inh: blocks binding of human Rin1 to Abl; 360,000 tested, 0.4% active; inhibition, % at 7.35 µM; TR-FRET Rin1/Abl binding, biochemical; in the data active = inhibition above about 5%, passing the limit was not always enough
An asterisk follows results filed as active.

How did CCCCSc1nnc(-c2ccccc2)c2ccccc12 do in these assays?
Neddyl block: inactive; FAS TE block: 40; SKN-1 inh: 11; NRP1-CendR mod: -6; MT1-MMP act inh: -7; bovine MsrA act: -6; E coli Lon inh: 0; MsrA inh: 1.1; Rin1 Abl inh: 0

What do the screens show for `Cc1cc(Cl)ccc1NC(=O)CN1C(=O)NC2(CCCc3ccccc32)C1=O` (configuration not stated)?
Neddyl block: inactive; FAS TE block: 6; SKN-1 inh: 17; NRP1-CendR mod: -1; MT1-MMP act inh: 3; bovine MsrA act: -3; E coli Lon inh: -11; MsrA inh: 1.4; Rin1 Abl inh: 1

What do the screens show for `CCNC(=O)CSc1nc2ccccc2c(=O)n1CCCOC(C)C`?
Neddyl block: inactive; FAS TE block: -3; SKN-1 inh: 4; NRP1-CendR mod: -10; MT1-MMP act inh: 5; bovine MsrA act: -3; E coli Lon inh: -9; MsrA inh: 1.1; Rin1 Abl inh: 1

How did CN1CCSc2ccc(C(=O)Nc3cc(F)ccc3F)cc21 do in these assays?
FAS TE block: 21; SKN-1 inh: 14; NRP1-CendR mod: -4; MT1-MMP act inh: -5; bovine MsrA act: -2; E coli Lon inh: 8; MsrA inh: 1.9; Rin1 Abl inh: -1

How did Cc1ccc(NS(=O)(=O)c2ccc(C(C)C)cc2)cc1S(=O)(=O)N1CCOCC1 do in these assays?
Neddyl block: inactive; FAS TE block: 14; SKN-1 inh: 11; NRP1-CendR mod: 12; MT1-MMP act inh: 9; bovine MsrA act: 0; E coli Lon inh: -2; MsrA inh: -0.2; Rin1 Abl inh: 1

Results for COCCCNc1ccn2nc(-c3ccc(OCc4ccccc4)cc3)cc2n1 ?
Neddyl block: inactive; FAS TE block: 17; SKN-1 inh: 27; NRP1-CendR mod: -17; MT1-MMP act inh: 0; bovine MsrA act: -4; E coli Lon inh: -12; MsrA inh: -0.9; Rin1 Abl inh: -1

What do the screens show for `CCOc1ccccc1CNCCO`?
Neddyl block: inactive; FAS TE block: -11; SKN-1 inh: 3; NRP1-CendR mod: -4; MT1-MMP act inh: 5; bovine MsrA act: -7; E coli Lon inh: -2; MsrA inh: 0.0; Rin1 Abl inh: 2

What do the screens show for `CCOC(=O)Nc1cccc(C(=O)O)c1`?
Neddyl block: inactive; FAS TE block: -4; SKN-1 inh: -8; NRP1-CendR mod: -10; MT1-MMP act inh: 1; bovine MsrA act: 0; E coli Lon inh: -4; MsrA inh: 0.2; Rin1 Abl inh: -5

Results for O=C(Nc1ccccc1N1CCOCC1)c1cccnc1Cl ?
Neddyl block: inactive; FAS TE block: -3; SKN-1 inh: -2; NRP1-CendR mod: -5; MT1-MMP act inh: -2; bovine MsrA act: -2; E coli Lon inh: 0; MsrA inh: -0.1; Rin1 Abl inh: 1

Results for CN(C(=O)CSc1ncccc1C(=O)O)c1ccccc1 ?
Neddyl block: inactive; FAS TE block: -7; SKN-1 inh: -16; NRP1-CendR mod: 8; MT1-MMP act inh: 1; bovine MsrA act: 0; E coli Lon inh: 2; MsrA inh: -0.2; Rin1 Abl inh: -1

How did C=CCc1ccc(OCCCCN2CC(C)OC(C)C2)c(OC)c1 (configuration not stated) do in these assays?
Neddyl block: inactive; FAS TE block: 2; SKN-1 inh: -1; NRP1-CendR mod: -4; MT1-MMP act inh: -1; bovine MsrA act: -2; E coli Lon inh: -3; MsrA inh: 0.1; Rin1 Abl inh: 4

Results for O=C1CN(Cc2nc3cc(Cl)ccc3c(=O)[nH]2)CCN1 ?
Neddyl block: inactive; FAS TE block: -2; SKN-1 inh: 13; NRP1-CendR mod: -23; MT1-MMP act inh: -2; bovine MsrA act: -3; E coli Lon inh: -7; MsrA inh: -0.1; Rin1 Abl inh: -3

What do the screens show for `CSc1nc2ccc3nc(NC(=O)C4COc5ccccc5O4)sc3c2s1` (configuration not stated)?
Neddyl block: inactive; FAS TE block: 22; SKN-1 inh: -18; NRP1-CendR mod: -1; MT1-MMP act inh: -5; bovine MsrA act: -2; E coli Lon inh: -7; MsrA inh: 1.2; Rin1 Abl inh: -3

What do the screens show for `CCC1CN(C(=O)NCc2ccc(C)cc2)c2cc(C)ccc2O1` (configuration not stated)?
Neddyl block: inactive; FAS TE block: 17; SKN-1 inh: 10; NRP1-CendR mod: -12; MT1-MMP act inh: 0; bovine MsrA act: -2; E coli Lon inh: -2; MsrA inh: -0.3; Rin1 Abl inh: -1

What do the screens show for `CCOC(=O)c1c(C=O)c(C)n(Cc2ccc(Cl)cc2)c1C`?
Neddyl block: inactive; FAS TE block: 11; SKN-1 inh: 8; NRP1-CendR mod: -4; MT1-MMP act inh: -4; bovine MsrA act: -2; E coli Lon inh: -4; MsrA inh: -0.2; Rin1 Abl inh: 5

How did CCC[N+]1(CC#CC(O)(c2ccccc2)C2CCCCC2)CCCCC1 (configuration not stated) do in these assays?
Neddyl block: inactive; FAS TE block: -4; SKN-1 inh: -6; NRP1-CendR mod: -14; MT1-MMP act inh: 1; bovine MsrA act: -2; E coli Lon inh: 10; MsrA inh: 0.3; Rin1 Abl inh: 0

What do the screens show for `COCCN1C(=O)c2[nH]nc(-c3ccccc3O)c2C1c1ccc(OC)cc1` (configuration not stated)?
Neddyl block: inactive; FAS TE block: -10; SKN-1 inh: 13; NRP1-CendR mod: -12; MT1-MMP act inh: -4; bovine MsrA act: -1; E coli Lon inh: 6; MsrA inh: -0.5; Rin1 Abl inh: 3

What do the screens show for `O=[N+]([O-])c1cc(/C=N\Nc2nc(-c3ccccc3)cs2)ccc1O`?
Neddyl block: inactive; FAS TE block: 18; SKN-1 inh: 3; NRP1-CendR mod: 6; MT1-MMP act inh: 17; bovine MsrA act: -4; E coli Lon inh: -1; MsrA inh: 1.6; Rin1 Abl inh: 1

What do the screens show for `CCCS(=O)(=O)NC(=O)C1(C)CCCN(C(=O)CCc2cccs2)C1` (configuration not stated)?
Neddyl block: inactive; FAS TE block: -10; SKN-1 inh: 14; NRP1-CendR mod: -6; MT1-MMP act inh: 6; bovine MsrA act: -2; E coli Lon inh: -16; MsrA inh: -0.1; Rin1 Abl inh: -5

How did COc1ccc(OCCC(=O)Nc2ccccc2)cc1 do in these assays?
Neddyl block: inactive; FAS TE block: -1; SKN-1 inh: 3; NRP1-CendR mod: 5; MT1-MMP act inh: 0; bovine MsrA act: -3; E coli Lon inh: -2; MsrA inh: -0.4; Rin1 Abl inh: -2

How did COc1cc(/C=N/NC(=O)c2cc(-c3ccccc3C)nc3ccccc23)cc(OC)c1O do in these assays?
Neddyl block: inactive; FAS TE block: 5; SKN-1 inh: 0; NRP1-CendR mod: -6; MT1-MMP act inh: -1; bovine MsrA act: -4; E coli Lon inh: 0; MsrA inh: 1.0; Rin1 Abl inh: 2

Results for COC(=O)c1cn(Cc2cccc(C)c2)nn1 ?
Neddyl block: inactive; FAS TE block: -9; SKN-1 inh: -10; NRP1-CendR mod: -2; MT1-MMP act inh: 2; bovine MsrA act: -5; E coli Lon inh: -9; MsrA inh: 0.4; Rin1 Abl inh: -2

Results for CC1CCCCC1NC(=O)c1cc(Cl)nc2ccccc12 (configuration not stated) ?
Neddyl block: inactive; FAS TE block: -3; SKN-1 inh: 13; NRP1-CendR mod: -10; MT1-MMP act inh: 6; bovine MsrA act: -1; E coli Lon inh: 3; MsrA inh: -0.6; Rin1 Abl inh: -1

How did O=c1onc(-c2ccccc2Cl)n1-c1ccccc1Cl do in these assays?
Neddyl block: inactive; FAS TE block: 6; SKN-1 inh: -4; NRP1-CendR mod: 8; MT1-MMP act inh: 0; bovine MsrA act: -3; E coli Lon inh: 3; MsrA inh: -0.6; Rin1 Abl inh: -2

Results for CC(Sc1ccc(S(=O)(=O)N2CCOCC2)cn1)c1ccccc1Cl (configuration not stated) ?
Neddyl block: inactive; FAS TE block: 32; SKN-1 inh: 3; NRP1-CendR mod: 10; MT1-MMP act inh: 5; bovine MsrA act: 1; E coli Lon inh: 7; MsrA inh: 0.5; Rin1 Abl inh: 0

What do the screens show for `Cc1ccc(NC(=O)C2CCCNC2=O)nc1` (configuration not stated)?
Neddyl block: inactive; FAS TE block: -5; SKN-1 inh: -4; NRP1-CendR mod: 5; MT1-MMP act inh: 3; bovine MsrA act: -2; E coli Lon inh: -8; MsrA inh: -0.6; Rin1 Abl inh: 4

Results for COc1cccc(C(=O)NOCc2ccc(C)cc2)c1OC ?
Neddyl block: inactive; FAS TE block: -3; SKN-1 inh: -11; NRP1-CendR mod: 3; MT1-MMP act inh: 0; bovine MsrA act: -7; E coli Lon inh: 2; MsrA inh: -1.1; Rin1 Abl inh: 0

What do the screens show for `C=CCNCCOc1c(C)cc(C)cc1Cl`?
Neddyl block: inactive; FAS TE block: -9; SKN-1 inh: 3; NRP1-CendR mod: 0; MT1-MMP act inh: 2; bovine MsrA act: -2; E coli Lon inh: 3; MsrA inh: -0.2; Rin1 Abl inh: -1

How did CC(=O)Nc1ccc(CN2CCC(N3CCC(C(=O)NC4CC4)CC3)CC2)cc1 do in these assays?
Neddyl block: inactive; FAS TE block: -6; SKN-1 inh: 11; NRP1-CendR mod: -6; MT1-MMP act inh: 3; bovine MsrA act: -3; E coli Lon inh: -8; MsrA inh: 0.1; Rin1 Abl inh: -2

How did COc1cc(OC)cc(C(=O)NNC(=O)CCNS(=O)(=O)c2ccc(C)c(C)c2)c1 do in these assays?
Neddyl block: inactive; FAS TE block: -7; SKN-1 inh: 1; NRP1-CendR mod: 3; MT1-MMP act inh: -3; bovine MsrA act: -2; E coli Lon inh: -3; MsrA inh: 3.0; Rin1 Abl inh: -2

How did Cc1ccc2nc(-c3ccc(NC(=O)CCN4C(=O)c5ccccc5C4=O)cc3)sc2c1 do in these assays?
FAS TE block: -5; SKN-1 inh: -12; NRP1-CendR mod: -11; MT1-MMP act inh: 2; bovine MsrA act: -13; E coli Lon inh: -6; MsrA inh: 1.0; Rin1 Abl inh: -2

Results for CCN1CCN(C(c2cccnc2)c2c(NC(=O)c3ccco3)sc(C)c2C)CC1 (configuration not stated) ?
Neddyl block: inactive; FAS TE block: -10; SKN-1 inh: 3; NRP1-CendR mod: -6; MT1-MMP act inh: -4; bovine MsrA act: -2; E coli Lon inh: 8; MsrA inh: 1.6; Rin1 Abl inh: -4

Results for NC(c1csc(NC(=O)Nc2ccccc2)n1)C1CCCCC1 (configuration not stated) ?
Neddyl block: inactive; FAS TE block: -8; SKN-1 inh: 1; NRP1-CendR mod: -4; MT1-MMP act inh: -6; bovine MsrA act: -2; E coli Lon inh: -7; MsrA inh: -0.1; Rin1 Abl inh: -2

What do the screens show for `O=C(C1CC(c2ccccc2O)=NO1)N1CCCC1` (configuration not stated)?
Neddyl block: inactive; FAS TE block: -10; SKN-1 inh: -6; NRP1-CendR mod: -2; MT1-MMP act inh: 3; bovine MsrA act: -11; E coli Lon inh: -8; MsrA inh: 0.1; Rin1 Abl inh: -1

How did Cc1cc(NC(=O)Cn2cnc3sc(C)c(-c4ccccc4)c3c2=O)no1 do in these assays?
Neddyl block: inactive; FAS TE block: 0; SKN-1 inh: -3; NRP1-CendR mod: 1; MT1-MMP act inh: -1; bovine MsrA act: -8; E coli Lon inh: -3; MsrA inh: 0.2; Rin1 Abl inh: 1

Results for CC1(C(=O)Nc2ccc3c(c2)OCCO3)CSCC(=O)N1C1CCN(Cc2ccccc2)CC1 (configuration not stated) ?
Neddyl block: inactive; SKN-1 inh: 5; NRP1-CendR mod: 11; MT1-MMP act inh: 5; MsrA inh: 0.7

How did COC(=O)c1sccc1NC(=S)OC do in these assays?
Neddyl block: inactive; FAS TE block: 2; SKN-1 inh: 3; NRP1-CendR mod: 1; MT1-MMP act inh: 1; bovine MsrA act: -4; E coli Lon inh: -8; MsrA inh: 0.3; Rin1 Abl inh: -4
